Yeast superoxide – caloric restriction mimetics inhibiting age-related superoxide in yeast; S. cerevisiae aged cells, superoxide DHE fluorescence; active compounds read low; superoxide response (% of plate mean), % at 10 µM; 330,000 compounds, 0.18% hits;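 active means superoxide response under a set limit, about three screen SD below normal, cut at about 65% in these data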;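 further: yeast aged for seven days with compound at 30 °C before DHE staining; 100% = average MFI of all compound-treated wells on the plate with controls excluded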
AHR activator – activators of human aryl hydrocarbon receptor; AHR-responsive luciferase reporter cells, luminescence; AID 2796; 320,000 compounds, 2.5% hits; P35869; activation, % at 5 µM; in the data active means activation above about 47%;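 further: 0% = vehicle wells and 100% = reference agonist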
MEP2 TOR yeast – alters MEP2-GFP fluorescence in TOR pathway yeast screen; GFP response vs DMSO, % at 10 µM; S. cerevisiae MEP2-GFP strain, flow cytometry GFP, 3 h; 100% = DMSO control level; 330,000 compounds, 0.51% hits;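 active means GFP response versus DMSO above a set limit, roughly screen mean plus 3 SD, cut at about 180% in these data; inconclusive means fewer than 70 cells counted for a yeast strain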;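 further: median GFP fluorescence of the barcode-gated MEP2-GFP cells per well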
RPL19A-GFP yeast – modulators of TOR pathway RPL19A-GFP in S. cerevisiae | S. cerevisiae RPL19A-GFP strain, flow cytometry, 3 h; active compounds read low | percent response vs DMSO, % at 10 µM | 330,000 compounds, 0.3% hits;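 active means percent response vs DMSO below 50%; inconclusive means fewer than 70 events counted for the yeast strain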;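 further: median channel GFP fluorescence of the barcoded RPL19A-GFP strain; ratio of sample median GFP to plate DMSO average so 100% = DMSO; lower means less RPL19A-GFP as with rapamycin TOR inhibition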
JMJD2C inh – human JMJD2C demethylase inhibition; Q9H3R0; GST-JMJD2C(1-420) H3K9me3 demethylation, DELFIA europium; inhibition, % at 2.35 µM; 330,000 compounds, 0.069% hits; AID 2099;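 active means more than half of a compound's replicate wells show inhibition beyond 50%, single wells judged on their own value; inconclusive means some, but no more than half, of replicates pass 50% inhibition; inactive means no replicate passes 50% inhibition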;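 further: signal counts dimethyl H3K9 product captured on neutravidin plate; 0% = median of DMSO wells and 100% = 0.3 times that DMSO median; strong numbers were not always called active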
Target sequence (Q9H3R0 1-420 limits assumed): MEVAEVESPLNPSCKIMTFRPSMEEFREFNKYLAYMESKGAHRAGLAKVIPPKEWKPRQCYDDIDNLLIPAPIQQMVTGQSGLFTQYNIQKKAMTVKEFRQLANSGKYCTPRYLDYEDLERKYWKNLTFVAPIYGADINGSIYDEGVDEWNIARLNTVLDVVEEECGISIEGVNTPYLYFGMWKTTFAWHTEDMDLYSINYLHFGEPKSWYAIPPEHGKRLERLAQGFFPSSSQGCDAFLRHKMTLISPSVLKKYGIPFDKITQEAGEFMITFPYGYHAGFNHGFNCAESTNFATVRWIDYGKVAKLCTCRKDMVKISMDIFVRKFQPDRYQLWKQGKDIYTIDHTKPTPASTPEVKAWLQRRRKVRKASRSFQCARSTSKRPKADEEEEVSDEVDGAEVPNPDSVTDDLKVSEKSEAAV
proCasp3 act – activates human procaspase-3 | P42574 | recombinant procaspase-3 D3A, Ac-DEVD-pNA absorbance 405 nm | activation, % at 8.5 µM | 330,000 compounds, 0.11% hits | AID 463141;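 active means activation above the mean of all tested compounds plus 3 SD, cut at about 21% in these data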;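 further: 0% = DMSO alone and 100% = DMSO wells spiked with extra 5 µM PC-3 D3A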
Target sequence (P42574 whole entry D9A/D28A/D175A): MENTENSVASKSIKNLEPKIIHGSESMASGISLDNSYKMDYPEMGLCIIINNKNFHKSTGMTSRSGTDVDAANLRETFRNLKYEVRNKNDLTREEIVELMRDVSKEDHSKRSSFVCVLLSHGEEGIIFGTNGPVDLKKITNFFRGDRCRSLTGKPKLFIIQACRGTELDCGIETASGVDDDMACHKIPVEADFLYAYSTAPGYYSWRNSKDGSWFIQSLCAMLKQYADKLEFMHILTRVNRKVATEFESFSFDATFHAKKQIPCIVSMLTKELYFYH
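material = Procaspase-3 D3A mutant | probe or stimulus = Ac-DEVD-pNA | compound = single dose, 8.5 µM nominal compound, 0.8% DMSO | timing = 1 h preincubation, 2 h reaction | measured by = 405 nm absorbance of p-nitroaniline, reads at 0 and 120 min | benchmarks = DMSO-only low control, 5 µM PC-3 D3A high control | repeats = singlicate, each compound tested once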
LAP4-GFP MLPCN – yeast TOR pathway LAP4-GFP modulation | S. cerevisiae LAP4-GFP multiplex, flow cytometry GFP, 3 h; median GFP as percent of DMSO wells | GFP response vs DMSO, % at 10 µM | 320,000 compounds, 0.34% hits;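 active means GFP response vs DMSO above a set limit, about the screen mean plus 3 SD, cut at about 150% in these data; inconclusive means under 70 cell events counted for the yeast strain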
proCasp7 act – counter-screen for procaspase-3 activators: activators of human procaspase-7 | activation, % at 8.5 µM | P55210 | recombinant procaspase-7, Ac-DEVD-pNA absorbance 405 nm; D23A/D198A/D206A triple mutant, cannot self-cleave; scale: DMSO 0, 5 µM enzyme 100 | 330,000 compounds, 0.093% hits | AID 463210;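 active means percent activation above the screen-wide mean plus 3 SD, cut at about 25% in these data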
Target sequence (P55210 whole entry D23A/D198A/D206A): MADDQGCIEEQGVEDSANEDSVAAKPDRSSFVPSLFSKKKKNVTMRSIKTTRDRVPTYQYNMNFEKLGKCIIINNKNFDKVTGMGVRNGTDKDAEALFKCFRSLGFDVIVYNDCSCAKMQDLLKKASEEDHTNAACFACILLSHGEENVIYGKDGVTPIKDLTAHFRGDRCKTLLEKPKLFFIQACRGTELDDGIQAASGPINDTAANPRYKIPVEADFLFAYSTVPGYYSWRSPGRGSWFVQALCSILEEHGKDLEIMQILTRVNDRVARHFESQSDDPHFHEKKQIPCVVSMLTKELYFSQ
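Material: Procaspase-7 triple mutant (PC-7 D3A) | Quantity: 2 µM procaspase-7 mutant as dispensed | Reagent: DEVD-pNA substrate | Times: 1 h preincubation, 2 h reaction | Technique: 405 nm absorbance of p-nitroaniline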
Active calls of the source: *; ? = inconclusive; . = no result given; + = active, no number; [ ] = dose if it differs, or a comment. Not a hit list; about 3.8% have a hit in one of these screens.

SMILES	Yeast superoxide	AHR activator	MEP2 TOR yeast	RPL19A-GFP yeast	JMJD2C inh	proCasp3 act	LAP4-GFP MLPCN	proCasp7 act
O=C(Nc1ccc(NC(=S)NC(=O)C(c2ccccc2)c2ccccc2)cc1)c1ccccc1	95	3	106	100	-11	13	99	6
Cc1ccc(NC(=S)N2CCN(Cc3ccccc3)CC2)cc1	100	1	98	96	2	-10	98	4
CCOC(=O)C1CCCCN1Cc1cc(OC)ccc1OC (centres undefined)	84	0	102	101	-8	12	106	9
CC(=O)Nc1cccc(NC(=O)CSc2nc(=O)n3cccc(C)c3n2)c1	92	3	102	104	-13	-8	104	1
CC(=O)NC(C)C12CC3CC(CC(C(=O)O)(C3)C1)C2 (centres undefined)	100	0	103	98	57	-1	102	1
COc1ccc(Br)cc1CNC(=O)C1CCN(S(=O)(=O)N2CCCC2)CC1	100	1	98	95	0	1	92	6
CN(C(=O)COC(=O)Cc1c(F)cccc1Cl)c1c(N)n(Cc2ccccc2)c(=O)[nH]c1=O	97	-1	99	99	2	2	93	6
CCNC(=S)N1CCN(c2cccc(C(F)(F)F)c2)CC1	93	-7	93	103	3	1	94	10
CC1=CC=CN2C1=NC(=O)CC2(C)C(=O)N(CC(=O)NC1CCCC1)c1ccccc1C (centres undefined)	101	1	98	99	9	1	98	10
COc1ccc(O)c(/C=N/NC(=O)CN2CCS(=O)(=O)CC2)c1	98	-1	99	99	4	3	104	-1
O=S(=O)(NCc1ccccn1)c1cc(Cl)ccc1Cl	102	-4	103	101	-13	7	96	12
COc1ccc(C(=O)c2ccc(Br)cc2)cc1	95	4	101	101	-22	7	114	-2
C=CCCCCCCCCc1nc(=S)[nH][nH]1	116	1	107	.	-1	-3	116	-6
Cc1ccc(NC(=O)C(C)[n+]2ccccc2)cc1[N+](=O)[O-] (centres undefined)	101	0	103	97	3	2	93	5
COc1ccc(CCNC(=O)c2ccc(CN3CCC(Cc4ccccc4)CC3)cc2)cc1OC	99	1	.	.	1	3	.	18

The closing three records of the part before open the next one.
SMILES	Yeast superoxide	AHR activator	MEP2 TOR yeast	RPL19A-GFP yeast	JMJD2C inh	proCasp3 act	LAP4-GFP MLPCN	proCasp7 act
C=CCCCCCCCCc1nc(=S)[nH][nH]1	116	1	107	.	-1	-3	116	-6
Cc1ccc(NC(=O)C(C)[n+]2ccccc2)cc1[N+](=O)[O-] (centres undefined)	101	0	103	97	3	2	93	5
COc1ccc(CCNC(=O)c2ccc(CN3CCC(Cc4ccccc4)CC3)cc2)cc1OC	99	1	.	.	1	3	.	18
Cc1cccc(OCCCN2CCCCCC2)c1	92	2	100	102	-4	0	96	1
COc1cc(CN2CCCC(N3CCc4ccccc4C3)C2)c(Cl)cc1O (centres undefined)	98	5	113	111	-3	2	57	-4
O=C(N/C(=C/c1cccc([N+](=O)[O-])c1)C(=O)N1CCCCCC1)c1ccco1	112	7	119	103	3	-2	96	2
COc1ccccc1CC(=O)N(Cc1ccccc1)c1cccc(C)c1	104	26	103	108	?	4	95	2
Cc1cc2c3nonc3ccc2n1-c1ccccc1	97	3	101	98	4	25*	87	20
CCOC(=O)Nc1ccc2c(c1)N(C(=O)CCCl)c1ccccc1[S@]2=O	96	11	100	103	2	-4	88	-2
COC(=O)c1ccc(OC)c(CN2CCCN(Cc3ccc(F)cc3)S2(=O)=O)c1	81	-1	104	111	-2	-9	95	10
CCC1CN(C(=O)N2CCC(C(=O)NCc3ccc(OC)cc3OC)CC2)c2ccccc2O1 (centres undefined)	91	2	113	103	-5	0	102	3
CCOCCCN1CC(C(=O)NCc2ccc3c(c2)OCO3)CC1=O (centres undefined)	115	-1	109	100	-3	3	102	7
CC1CCN(c2ccc(C(=O)NCc3cccs3)cn2)CC1	83	-1	97	97	4	8	117	4
Cc1cccc(NC(=O)c2cc3n(n2)C(C(F)(F)F)CC(c2ccc4c(c2)OCO4)N3)c1 (centres undefined)	93	1	76	88	11	8	85	-5
COC(=O)c1ccccc1-c1c2ccc(=N)cc-2oc2cc(N)ccc12	125	1	+[may fluoresce green]	625[may fluoresce green]	-4	-6	+[may fluoresce green]	-1
N=c1n(CCN2CCOCC2)c2ccccc2n1CC(=O)c1cccc([N+](=O)[O-])c1	112	134*	122	108	3	-5	107	-14
Clc1nccc(N2CCN(c3ccccc3Cl)CC2)n1	75	-5	105	102	-2	7	124	10
CCn1cc(S(=O)(=O)N2CCN(Cc3cccc(Cl)c3)CC2)cn1	100	3	95	94	-12	5	99	-8
O=C(c1cccc(F)c1F)N1CCCc2ccccc21	96	51*	108	106	17	7	90	-4
Cc1ccc(C)c(Nc2ncnc(N)c2[N+](=O)[O-])c1	106	1	102	100	10	-2	108	4
COc1ccc(CCNC(=O)CSc2nc(=O)[nH]c3c2CCC3)cc1OC	89	2	97	96	-4	-4	104	6
Cc1noc(C)c1S(=O)(=O)Nc1ccc(O)c2c(=O)cc(-c3ccccc3Cl)oc12	92	4	95	103	125	5	127	-12
CCc1noc(C)c1C(=O)NNC(=O)c1cc(OC)cc(OC)c1	105	4	103	103	-2	1	104	-4
CN(CCNC(=O)c1ccc(N2CCCC2=O)cc1)CCc1ccccc1	90	2	107	102	-12	11	104	8
CC(=O)N1CCCC(N2CCN(c3cccc(C(F)(F)F)c3)CC2)C1 (centres undefined)	101	2	114	105	-2	-5	98	0
COc1ccc(CCNC(=O)CN2C(=O)C3(OCCCO3)c3ccccc32)cc1OC	93	-3	98	97	4	2	109	-2
COc1ccc(N=C(c2ccccc2)c2c(C)[nH]n(-c3ccccc3)c2=O)c(OC)c1	112	-4	98	98	19	-3	119	-14
CN(C)S(=O)(=O)c1ccc(N2CCCC2)c(C(=O)NC(c2ccccc2)c2ccccc2)c1	100	11	98	91	3	-2	93	-4
COC(=O)c1sccc1NC(=O)CC1C(=O)NCCN1C(=O)Nc1ccc(OCc2ccccc2)cc1 (centres undefined)	124	-1	98	95	2	8	106	-6
Cc1cc(C)nc(N2CCC(C(=O)N3CCN(c4cc(Cl)ccc4C)CC3)CC2)n1	90	3	108	92	14	0	102	8
Cc1ccc(NC(=O)CNC(=O)c2ccc(C)s2)nc1	95	2	117	99	7	-2	109	-4
Cc1cc(C)c2nc(-c3cccc(Cl)c3)c(C)c(C(=O)N3CCOCC3)c2c1	90	7	104	103	24	-1	95	-3
COc1cc(OC)cc(C(=O)NC(=S)Nc2nc(-c3cc4ccccc4o3)cs2)c1	105	8	94	96	0	0	100	2
N#CC1=C(N)OC(c2ccccc2)=C(C#N)C1c1ccc2c(c1)OCO2 (centres undefined)	107	10	96	100	14	2	92	-2
COc1ccc(NC2CCCN(C(=O)c3csc(C(C)C)n3)C2)cc1 (centres undefined)	88	0	88	93	4	3	95	3
NC(=O)C1=C[C@H](c2ccc(Br)cc2)C[C@H](OCc2ccc(CO)cc2)O1	103	-1	100	99	-2	2	89	-24
O=C(NC1CCCCC1)C12CC3CC(C1)CC(n1cncn1)(C3)C2	100	-2	103	101	-18	5	108	11
COc1ccc(OCCC(=O)OCC(=O)NCCc2ccccc2)cc1	88	0	100	93	-34	1	98	8
COCc1cc(CN2CCCC(C(=O)c3cccc(C(F)(F)F)c3)C2)ccc1OC (centres undefined)	98	-1	99	100	-10	6	94	-8
CN(/N=C/c1ccc(Br)o1)C1=NS(=O)(=O)c2ccccc21	87	19	109	101	-7	4	102	2
O=C(c1ccco1)N1CCN(c2c(-c3ccccc3)c3cc(Cl)ccc3[nH]c2=O)CC1	116	5	107	104	0	3	97	-6
CCCCC(=O)Nc1nnc(SCC(=O)Nc2ccc(OC)cc2)s1	113	-1	97	97	1	-3	114	13
COc1ccc(C(=O)COC(=O)c2ccc(-n3cnnn3)cc2)c(OC)c1	90	-2	94	93	1	3	112	-1
Cc1ccc(-c2c[n+](CC(=O)Nc3cc(=O)n(C)c(=O)n3C)c3n2CCC3)cc1	73	0	105	106	-3	2	96	4
COc1ccc(CC(C(=O)Nc2cc(C)ccc2C)/C(N)=N/O)cc1 (centres undefined)	111	-1	108	103	20	-12	103	-3
O=C(NCCCNC(=O)c1ccc(Cl)cc1Cl)c1cnccn1	93	1	103	102	-7	0	96	7
O=C(Cc1c(F)cccc1Cl)Nc1ccccc1C(=O)N1CCCCC1	86	0	94	102	0	4	112	10
N#C/C(C(N)=O)=C1/SC(Cc2ccc(F)cc2)C(=O)N1c1ccccc1 (centres undefined)	114	10	99	99	0	-13	108	10
O=C(COc1ccccc1)NCCSCc1ccccc1Cl	103	3	90	99	-3	7	108	3
CCOc1cccc(CN2CCCC(N3CCc4ccccc4C3)C2)c1O (centres undefined)	97	11	107	104	-1	14	98	-10
Cc1ccc(C2=NCCn3c2c2ccccc2[n+]3[O-])cc1	71	20	104	99	-3	7	98	5
CC(=O)Nc1ccc(S(=O)(=O)NNC(=O)COc2cccc3ccccc23)cc1	99	4	.	.	-1	2	.	-1
CC(=O)N/C(=C/c1ccc2c(c1)OCO2)C(=O)Nc1ccccc1	107	14	117	101	3	8	95	14
Cc1ccc2c(c1)C(O)(CC(=O)c1ccc(C)s1)C(=O)N2 (centres undefined)	102	-5	122	114	3	0	110	-1
Cc1ccc(C)c(C(=O)NCCN(C)C)c1	115	1	104	99	2	9	101	6
CCOc1ccc2nc(SCc3ccc(CC(=O)O)cc3)c(C#N)cc2c1	91	-2	93	96	16	-6	101	6
FC(F)(F)c1ccccc1/C=N/n1c(C2CCCCC2)n[nH]c1=S	93	5	102	94	-5	-9	122	-13
COc1ccc(C2=NS(=O)(=O)N(C)C(C(=O)NCc3ccc(F)cc3)=C2)cc1OC	98	16	110	101	-24	-3	103	8
COc1ccc(S(=O)(=O)NCC(=O)Nc2cccc(C)c2C)cc1OC	103	0	92	96	-29	2	92	1
O=C(CCCOc1ccc(Br)cc1)Nc1nnc(C2CC2)s1	84	1	101	107	1	8	106	0
CC(OC(=O)Cn1cnc2c1c(=O)n(C)c(=O)n2C)C(=O)NC(C)c1ccc(Cl)cc1Cl (centres undefined)	97	12	103	96	3	-4	101	6
Cc1ccc(S(=O)(=O)Cn2nnnc2C(c2ccccc2)N2CCN(c3ncccn3)CC2)cc1 (centres undefined)	83	1	105	99	1	-3	101	-3
CCOc1ccc(N(CC(=O)Nc2ccccc2F)S(=O)(=O)c2c(C)[nH]c(=O)[nH]c2=O)cc1	136	-4	110	98	-8	4	104	4
The list continues:
SMILES	Yeast superoxide	AHR activator	MEP2 TOR yeast	RPL19A-GFP yeast	JMJD2C inh	proCasp3 act	LAP4-GFP MLPCN	proCasp7 act
O=C(NCc1ccco1)c1cc(-c2ccc3c(c2)OCO3)on1	111	25	100	109	16	5	107	9
COc1ccc(-c2cc(C(=O)N(C)Cc3nc4ccccc4c(=O)[nH]3)c3ccccc3n2)cc1OC	120	16	112	94	-4	-2	109	-13
COc1ccccc1N(Cc1cc2ccc(C)cc2[nH]c1=O)C(C)=O	102	8	100	100	-13	-7	87	-7
CC1OC2(OC1C)C(=O)Nc1ccccc12 (centres undefined)	86	1	109	96	8	5	105	-6

Assay outcomes: PubChem BioAssay, several laboratories
